Eya2 phos inh: qHTS Assay for Inhibitors of the Phosphatase Activity of Eya2; hit rate 0.006% among 330,000; Potency, µM (titrated, usually from 76.9 µM), for inactives: at the top dose activity, negative = inhibition, usual class: inhibitors; AID 488837, 2010; Protein phosphatase EYA2 (Homo sapiens), O00167; recombinant Eya2, OMFP fluorescence dephosphorylation (OMFP is methylfluorescein phosphate); also: potency is read from the fitted curve at half-maximal effect; % is scaled to controls: 0 for no effect and ±100 for the full control effect
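Eya2 (0.2 uM) preincubated 10 min at ambient with compound, then OMFP substrate added at 50 uM; 10 min reaction in 50 mM HEPES pH 7.5, 50 mM NaCl, 5 uM MgCl2, 0.05% BSA, 1 mM DTT. Fluorescence read at Ex 485/Em 525 nm.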
TSHR antagonist: Antagonists of the Thyroid Stimulating Hormone Receptor: HTS campaign; TSHR-expressing cells, TSH-stimulated cAMP HTRF, 2 h; hits give low values; hit rate 0.2% among 330,000; activity change, negative = inhibition, % at 11.5 µM;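 active = activity change below a set negative limit, meaning inhibition stronger than a set level, cut at about -70% in these data; inconclusive = activity change between two set negative limits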; also: % is scaled to controls: 0 for no effect and ±100 for the full control effect
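Inhibition of cAMP made by TSHR-expressing cells under TSH stimulation (4nM final, EC80; 2 h, 37 deg C) is quantified with a one-step lysis HTRF kit, anti-cAMP cryptate versus cAMP-d2.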
KCNH2 3.1 block: qHTS for Inhibitors of KCHN2 3.1: Mutant qHTS; U2OS KCNH2 3.1, thallium flux FluxOr; hits give low values; activity change, % (tested at about 1.8 µM); hit rate 0.95% among 340,000; AID 720553, 2013;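 active = maximum activity change below -70%; inconclusive = maximum activity change from -70% to -50%; inactive = maximum activity change above -50%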;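 also: thallium influx rate constant from kinetic fluorescence after stimulation buffer; % is scaled to controls: 0 for no effect and ±100 for the full control effect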
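Virally transduced U2OS (3.1 isoform, 4 h infection in dark at RT) → overnight 37 C → FluxOr + Red40 in HBSS/HEPES, 45 min → stimulation buffer, 2 min kinetic read → rate constant vs DMSO controls.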
ELG1 DNA repair: qHTS screen for small molecules that inhibit ELG1-dependent DNA repair in human embryonic kidney (HEK293T) cells expressing luciferase-tagged ELG1 | HEK293T ELG1-luciferase reporter, luminescence, 16 h; DNA damage induced by 5-fluorouridine | Potency, µM (highest dose often 46.1 µM), without a hit: at the top dose activity change, negative = inhibition, most hits filed as inhibitors | hit rate 2.3% among 330,000 | AID 504467, 2011; also: potency is read from the fitted curve at half-maximal effect; % is scaled to controls: 0 for no effect and ±100 for the full control effect; nearly all actives have a fitted effect of over 55% in size
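Reporter activity after DNA damage by 5-fluorouridine is monitored. Compound-treated cells incubate 16 hr at 37 °C, then ONE-Glo is added for 30 min before luminescence reading.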
Mito fusion act: qHTS Assay for Small Molecule Inhibitors of Mitochondrial Division or Activators of Mitochondrial Fusion. AID 485298, 2010. hit rate 0.23% among 320,000. Potency, µM (highest dose often 46.1 µM), without a hit: top-dose growth rescue (activation), usual class: activators. S. cerevisiae fusion-defective mutant growth rescue, CellTiterGlo 48 h;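 also: potency is read from the fitted curve at half-maximal effect; % of control where 0% means no effect; nearly all actives have a fitted effect of over 45% in size; temperature-sensitive fusion mutants such as fzo1-1 at 37 °C on non-fermentable ethanol glycerol medium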
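Temperature-sensitive fusion-defective S. cerevisiae (e.g. fzo1-1, mgm1-5) were grown with compound in YPEG medium (3% ethanol, 3% glycerol) for 48 hours at 37C. Growth rescue was measured as viability by CellTiterGlo luminescence after 10 minutes at ambient.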
TCR activator: Activators of T cell receptors: qHTS campaign. AID 504894, 2011. primary human leukocytes, anti-CD3, IL-2 HTRF, 48 h. Potency, µM (top dose mostly 9.22 µM), for inactives: at the top dose activation of IL-2 secretion, most hits filed as activators. 330,000 tested, under 10 active; also: % of control where 0% means no effect
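Primary human leukocytes incubated 48 hr with anti-CD3 beads plus compound, without co-stimulation. Secreted IL-2 measured by HTRF (europium cryptate/d2 anti-IL-2 pair, 320 nm excitation, 665 nm emission).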
USP2a inh: qHTS Assay for Inhibitors of Ubiquitin-specific Protease USP2a Using CHOP2 as the Reporter; Potency, µM (highest dose often 38.3 µM), for inactives: at the top dose activity change, negative = inhibition, most hits filed as inhibitors; USP2 core, Ub-CHOP2 coupled fluorogenic reporter, 485/531; hit rate 0.01% among 330,000;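 also: potency is read from the fitted curve at half-maximal effect; plate controls were DMSO wells for no effect and full inhibition by NEM control for full effect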
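Cell-free coupled assay: 10nM USP2 core preincubated 30min RT with compound in Tris-HCl pH 8.0/CaCl2/CHAPS buffer, then 25nM Ub-CHOP2 and 25nM reporter substrate; fluorescence (Ex 485/Em 531) read after 60min RT, normalized to NEM inhibition, concentration-response curves fitted.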
A-T KAP1 phos: qHTS Assay for Identifying a Potential Treatment of Ataxia-Telangiectasia. […] A-T fibroblasts, KAP-1 phosphorylation AlphaLISA; neocarzinostatin DNA damage 30 min before lysis. Potency, µM (highest dose often 57.5 µM), inactives show at the highest dose activation, usual class: activators. hit rate 0.19% among 320,000. AID 485349, 2010; also: potency is read from the fitted curve at half-maximal effect; % of control where 0% means no effect; nearly all actives have a fitted effect of over 45% in size
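ATM-like activity read as KAP-1 phosphorylation via AlphaLISA donor/acceptor antibody pairs after lysis and 6 hr at 25C. Cells were ATM-null patient fibroblasts ([…], hTERT), dosed 60 min, then exposed to the DSB inducer NCS for 30 min.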
TRPV1 ag: HTS Assay for Compounds that Act as Agonists of the Vanilloid Receptor 1; Transient receptor potential cation channel subfamily V member 1 (Homo sapiens), Q8NER1; TRPV1-expressing cells, Fluo-8 calcium influx, agonist mode; activation, % at 8.33 µM; hit rate 0.19% among 320,000; AID 540275, 2011; in the data active = activation above about 80%; inconclusive = between about 30% and that limit; also: 0% is about no effect
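TRPV1-expressing cells were cultured overnight at 35.5C and loaded with Fluo-8 calcium dye for 40 to 90 min at room temperature. After a 10 s baseline, compound was added and calcium influx was read kinetically for 3 min (ex 480/em 520 nm).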
KCNH2 WT inh: qHTS for Inhibitors of KCHN2 3.1: Wildtype qHTS. Voltage-gated inwardly rectifying potassium channel KCNH2 (Homo sapiens), Q12809. U2OS, BacMam KCNH2, thallium flux FluxOr; hits give low values. activity change, % at 1.84 µM. hit rate 0.37% among 340,000. AID 720551, 2013;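 active = maximum activity change below -70%; inconclusive = maximum activity change between -70% and -50%; inactive = maximum activity change above -50%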; also: % is scaled to controls: 0 for no effect and ±100 for the full control effect
Target sequence (Q12809 whole entry, looked up): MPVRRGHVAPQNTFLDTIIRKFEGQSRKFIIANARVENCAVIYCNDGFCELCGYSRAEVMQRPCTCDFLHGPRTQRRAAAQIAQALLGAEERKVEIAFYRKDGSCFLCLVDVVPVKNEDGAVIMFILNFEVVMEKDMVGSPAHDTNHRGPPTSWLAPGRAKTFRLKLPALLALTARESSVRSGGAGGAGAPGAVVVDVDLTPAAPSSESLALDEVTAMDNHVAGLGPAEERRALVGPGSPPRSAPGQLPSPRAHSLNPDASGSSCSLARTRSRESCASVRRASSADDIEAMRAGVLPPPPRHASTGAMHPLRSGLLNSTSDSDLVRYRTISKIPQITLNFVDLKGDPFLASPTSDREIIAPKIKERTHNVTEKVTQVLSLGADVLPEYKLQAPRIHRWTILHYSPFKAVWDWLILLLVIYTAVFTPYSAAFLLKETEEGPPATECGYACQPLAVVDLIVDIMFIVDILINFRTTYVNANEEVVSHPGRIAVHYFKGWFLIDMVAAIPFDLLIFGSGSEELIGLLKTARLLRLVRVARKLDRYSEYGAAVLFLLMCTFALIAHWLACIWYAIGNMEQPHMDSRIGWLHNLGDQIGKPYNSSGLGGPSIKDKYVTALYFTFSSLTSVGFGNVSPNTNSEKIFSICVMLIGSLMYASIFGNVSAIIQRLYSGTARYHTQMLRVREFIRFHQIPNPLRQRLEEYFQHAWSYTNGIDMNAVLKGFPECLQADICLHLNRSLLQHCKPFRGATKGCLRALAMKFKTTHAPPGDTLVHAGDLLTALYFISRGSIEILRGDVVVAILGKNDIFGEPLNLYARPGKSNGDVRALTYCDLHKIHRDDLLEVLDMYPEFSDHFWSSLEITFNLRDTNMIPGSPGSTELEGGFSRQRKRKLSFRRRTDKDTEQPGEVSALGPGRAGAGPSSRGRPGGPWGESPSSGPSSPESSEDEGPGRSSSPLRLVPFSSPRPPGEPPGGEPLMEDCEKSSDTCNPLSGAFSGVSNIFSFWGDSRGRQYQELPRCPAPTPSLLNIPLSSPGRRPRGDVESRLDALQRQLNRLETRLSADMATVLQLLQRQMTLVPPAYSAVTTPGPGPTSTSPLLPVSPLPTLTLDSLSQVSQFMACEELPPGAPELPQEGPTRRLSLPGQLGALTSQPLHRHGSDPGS
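U2OS cells were transduced with wild-type KCNH2 virus (2.03 x 10^8 / mL) for 4 h at room temperature, then cultured overnight at 37 C. Thallium flux was read with FluxOr dye. Rate constants were normalized to DMSO controls.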
The depositor's hits bear a star; u = inconclusive; x = not tested or not shown; & = joins results of further samples; [ ] = remark or other dose. Unless noted, calls follow the shape of the dose curve; as a rule, active = well fitted curve in the direction sought with a large enough effect; inconclusive = small, poorly fitted or top-dose-only effect, or another doubt; inactive = no such curve, though single readings can be large; an effect the other way counts as inactive or inconclusive. These rows are one share of the data; the hit share may differ from the screen's.

nr	Molecule	TRPV1 ag	KCNH2 WT inh	TCR activator	A-T KAP1 phos	TSHR antagonist	USP2a inh	ELG1 DNA repair	Eya2 phos inh	KCNH2 3.1 block	Mito fusion act
1	O=C(CC1C(=O)NCCN1CC(c1ccccc1)c1ccccc1)NCCc1cn[nH]c1 (centres undefined)	-4.4	-1.9	-9.9%	11.0%	14.8	1.2%	-13.8%	0.4%	-5.4	0.8%
2	O=C(N=Nc1c(O)n(Cc2ccccc2)c2ccccc12)c1cc2ccccc2cc1O	3.4	-5.2	-0.9%[46.1 µM]	3.6%	-8.1	-0.5%	u	-2.1%	18.1	-3.5%
3	CCO[C@H]1OC(C(=O)NCc2nc3ccccc3[nH]2)=C[C@@H](C)[C@@H]1CCCO	-1.7	3.6	1.9%	-20.0%	5.2	2.0%	0.3%	18.9%	5.8	-1.8%
4	CC(=O)c1c(C)[nH]c(C(=O)COC(=O)CCNS(=O)(=O)c2ccc(C)c(C)c2)c1C	x	4.9	0.5%	4.1%	x	2.4%	-7.6%	-26.3%	2.0	x
5	O=C(CCN1C(=O)C2CCCCC2C1=O)Nc1ccc(F)c(F)c1F (centres undefined)	3.1	-2.5	-2.3%	0.9%	24.4	-0.4%	u	-11.4%	7.8	-3.4%
6	CCc1c(C)sc(NC(=O)c2ccccc2[N+](=O)[O-])c1C(N)=O	-1.1	-20.0	-4.5%[46.1 µM]	1.3%	16.7	2.4%	10.2%	6.6%	2.8	6.3%
7	CCN(CC)S(=O)(=O)c1ccc(Cl)c(C(=O)OC)c1	7.6	11.3	8.2%	-1.1%	3.0	0.2%	u	-7.8%	0.6	-5.8%
8	CSc1ncccc1C(=O)N1CCCC(Nc2ccc(C)c(C)c2)C1 (centres undefined)	21.0	-6.3	-1.1%	-5.1%	0.0	1.3%	-1.2%	1.4%	-4.5	-1.1%
9	Cc1ccc(NC2=NCC(=O)N2Cc2cccs2)cc1C	7.8	2.8	-4.6%	-2.4%	6.1	7.1%	u	4.6%	11.4	12.4%
10	O=C(O)C1Cc2ccccc2CN1C(=O)CCl (centres undefined)	1.5	4.4	-3.0%	7.0%	1.2	-0.7%	u	0.3%	-5.3	-5.9%
11	COc1ccc(-c2csc(NC(=O)CN3C(=O)C4CC=CCC4C3=O)n2)cc1 (centres undefined)	-0.2	6.4	-6.5%	6.9%	9.7	-1.8%	-0.5%	-5.0%	-13.1	-7.1%
12	O=C(N[C@@H](Cc1ccccc1)C(=O)N1CCC2(CC1)NCCc1[nH]cnc12)c1cccc(F)c1	-2.7	-2.5	0.4%	0.1%	-1.3	1.3%	21.9%	-3.1%	38.2	-11.6%
13	Cc1cc(N2CCN(C)CC2)nc2ccc(NC(=O)CCC(=O)NCCCOC(C)C)cc12	-0.1	-2.2	3.9%	-22.9%	-6.0	3.7%	17.5%	5.1%	0.2	-8.0%
14	FC(F)(F)c1cnc(Sc2ncn[nH]2)c(Cl)c1	0.8	-3.0	2.5%	-5.8%	-3.7	3.9%	-3.9%	3.3%	11.7	12.2%
15	Cc1cc(C(=O)NCc2ccco2)c2cc(F)ccc2n1	-1.0	-4.9	-1.8%	0.0%	-7.2	-2.4%	4.0%	2.9%	4.3	-0.4%
16	O=C(c1cc2ccccc2o1)N1CCN(S(=O)(=O)/C=C/c2ccccc2)CC1	-4.8	-14.0	0.8%	6.5%	21.4	2.9%	-5.0%	-0.6%	-2.0	5.5%
17	COc1ccccc1CCNC(=O)c1csc2c1CCCC2	2.9	-6.4	-6.0%	3.0%	-5.8	-1.6%	u	2.9%	7.2	u
18	O=C(CN1CCN(Cc2ccccc2F)C1=O)NCC1CCCO1 (centres undefined)	-0.9	2.1	-1.7%	24.6%	2.6	0.3%	14.9%	-2.1%	-1.3	0.7%
19	C=C(C)c1ccccc1NC(=O)CCN1C(=O)c2ccccc2S1(=O)=O	1.5	-1.6	8.0%	-4.0%	x	2.0%	3.2%	-20.3%	11.1	3.7%
20	C=CCOC(=O)CC(NC(=O)c1ccccc1)c1ccccc1 (centres undefined)	11.0	6.3	-4.4%	0.7%	0.4	-5.5%	0.7%	18.8%	0.1	0.3%
21	Cc1cc(C)c(OCCN2CCOCC2)c(Cl)c1	5.0	-9.0	-0.9%	8.7%	-1.4	0.2%	9.1%	-1.0%	-15.0	1.6%
22	CCN(CC)c1ccc2c(O)cc(=O)oc2c1	-3.5	-3.5	-4.0%	1.4%	-6.2	-1.2%	1.5%	-9.2%	10.1	2.9%
23	CC1CCCCC12NC(=O)N(CC(=O)Nc1ccc(S(=O)(=O)N3CCOCC3)cc1)C2=O (centres undefined)	1.5	0.0	2.1%	4.1%	10.2	1.5%	-0.6%	-15.9%	2.7	-2.3%
24	CC(OC(=O)CCC(=O)c1cccs1)C(=O)NC1CCCCC1C (centres undefined)	u	-2.7	-0.6%	-11.1%	30.1	-3.6%	16.1%	u	5.0	8.6%
25	COc1ccc2cnn(-c3ccccc3)c(=O)c2c1OC	-2.1	-23.2	-2.8%	-1.1%	2.1	4.1%	u	-1.2%	0.4	-3.3%
26	CCCn1nc(NC(=O)C2CCCO2)c2cc3cccc(C)c3nc21 (centres undefined)	u	0.4	-9.2%	u	0.2	5.0%	-16.2%	6.3%	-7.7	9.3%
27	CCC(=O)N(c1nnc(SCC(=O)Nc2ccccc2Cl)s1)C1CC1	0.8	-1.3	-4.6%	-0.3%	-8.9	-0.3%	-10.6%	2.0%	-5.2	11.3%
28	CC(=O)Nc1cccc(-c2nc3ccccc3o2)c1	u	-2.2	2.7%	8.5%	-6.7	-0.3%	0.0%	6.1%	-11.4	5.2%
29	CCC(C)NC(=O)CN(c1ccc(OC)cc1)S(=O)(=O)c1ccccc1 (centres undefined)	u	0.8	6.3%	-0.8%	5.4	3.9%	-3.8%	-3.4%	-15.1	5.1%
30	Cc1ccc(NC2=C(N3CCCCC3)C(=O)c3ccccc3C2=O)cc1	10.2	4.3	x	6.3%	21.6	-5.6%	-23.1%	2.0%	-13.8	-12.2%
31	O=C(CN1C(=O)NC2(CCCCCC2)C1=O)Nc1ccccc1[N+](=O)[O-]	x	0.1	-3.8%	-12.6%	-4.5	1.1%	12.3%	5.1%	13.1	x
32	COc1cc(NC(=S)N2CCN(S(=O)(=O)c3ccccc3)CC2)cc(OC)c1	7.0	-11.5	1.6%	6.0%	0.3	1.2%	-10.8%	-2.9%	-34.8	-3.6%
33	CCOC(=O)c1ccc(Nc2nc(C(=O)OCC)nc3ccccc23)cc1	-3.7	4.7	-1.7%	17.9%	20.0	0.4%	u	-3.3%	2.8	-6.7%&3.5%
34	COc1ccccc1-c1nnc2sc(COc3ccc(F)cc3)nn12	-1.2	11.3	-2.7%	-5.0%	0.3	0.3%	u	5.4%	-3.7	0.2%
35	O=C(NCc1ccco1)C1CCN(c2nc3ccccc3n2Cc2ccccc2F)CC1	-0.7	u	6.9%	17.1%	26.5	-8.9%	u	-2.0%	-104.6*	u
36	O=C(COc1ccccc1)NCC(=O)N1CCCC1	-0.8	-2.8	-20.0%	5.2%	8.3	1.6%	10.3%	-4.2%	-7.5	4.0%
37	Cc1ccc(-n2nc(C(=O)O)c3ccccc3c2=O)cc1C	-2.9	4.7	-8.3%	-2.7%	-2.2	1.1%	u	10.5%	4.6	-1.1%

Bioassay records (PubChem BioAssay)
